Screens (PubChem BioAssay)
IL-2 act – IL-2 activation | 360,000 compounds, 0.065% hits | IL-2 activation reporter assay, cell-based qHTS; stimulated with anti-CD3/CD4/CD28 beads; in transgenic mouse T cells | activation, % (series mostly up to about 46 µM); in the data active = activation above about 50%; inconclusive = mostly about 30% to 49%; note: 0% is about no effect
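Readout is EGFP and DsRed signal by fluorescent plate cytometry after 18 h at 37 degrees C. Transgenic mouse T cells (750/well) received compound for 60 min before bead stimulation (anti-CD3, anti-CD4, anti-CD28); memory T cells served as non-tolerant control.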
EPAC1 agonist – agonists of human EPAC1 | 360,000 compounds, 0.073% hits | EPAC1 agonist qHTS, biochemical assay; response scale: 100% = response to 6.5 mM cAMP | Potency, µM (titrated, usually from 154 µM), without a hit: top-dose activation, usual class: activators | O95398; note: potency is the fitted concentration of half-maximal effect; nearly all actives have a fitted effect of over 60% in size
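Normalized to 6.5 mM cAMP, activity reflects EPAC1-catalysed release of BODIPY-GDP from Rap1B, followed kinetically over 30 min at 480 nm excitation, 540 nm emission. Reaction contained 100 nM EPAC1, 250 nM Rap1B-BODIPY-GDP, 50 uM GDP.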
EPAC1 antag – antagonists of human EPAC1 | EPAC1 GEF assay, Rap1b-BODIPY-GDP exchange fluorescence | 360,000 compounds, 0.14% hits | Potency, µM (series often up to 115 µM), for the others: at the top dose activity change, negative = inhibition, hits mostly inhibitors | O95398;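 note: potency is the fitted concentration of half-maximal effect; plate controls were vehicle for no effect and positive control for full effect; nearly all actives have a fitted effect of over 50% in size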
FUS suppressor – suppressors of FUS proteinopathy in yeast; 390,000 compounds, 0.24% hits; AID 1347120; Potency, µM (series often up to 76.6 µM), for inactives: top-dose growth rescue (activation), most hits filed as activators; S. cerevisiae FUS-expressing, growth rescue, OD600, 24 h;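 note: potency is the fitted concentration of half-maximal effect; plate controls were DMSO vehicle for no effect and reference control for full effect; nearly all actives have a fitted effect of over 55% in size; some results filed as inactive show a strong effect at the top dose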
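Yeast FUS proteinopathy model; galactose-induced FUS (2%), starting OD 0.005. Cpds in dilution series, 24hr, 30C, 99% humidity. Abs 600 nm growth. Pos ctrl CP55940 (top 92uM final); neg ctrl DMSO.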
Abeta rescue – restores growth of yeast expressing A-beta42 peptide; yeast expressing A-beta42, growth rescue, OD600, 48 h; response scale: 0% DMSO, 100% iron-clioquinol control; AID 1347071; Potency, µM (titrated, usually from 46.1 µM), for the others: at the top dose growth rescue, hits mostly activators; 410,000 compounds, 0.063% hits; note: potency is the fitted concentration of half-maximal effect; nearly all actives have a fitted effect of over 55% in size
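Yeast A-beta toxicity model in growth medium with pinned compounds, 48 h at 30 C; growth read as absorbance at 600 nm. Normalized to FeCl3/clioquinol equimolar mix (positive) and DMSO (negative).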
PI5P4K alpha inh – PI5P4K alpha (human) kinase inhibition. max response, %. P48426. PI5P4Kalpha enzyme, ADP-Glo luminescence, 60 min; hits give low values. AID 652105. 330,000 compounds, 1.2% hits; active = max response of -50% or lower; inconclusive = between -30% and -50%; inactive = -30% or higher; note: value at the top dose of about 77 µM; % is set by controls: 0 for no effect and ±100 for the full control effect
Target sequence (P48426 whole entry, looked up): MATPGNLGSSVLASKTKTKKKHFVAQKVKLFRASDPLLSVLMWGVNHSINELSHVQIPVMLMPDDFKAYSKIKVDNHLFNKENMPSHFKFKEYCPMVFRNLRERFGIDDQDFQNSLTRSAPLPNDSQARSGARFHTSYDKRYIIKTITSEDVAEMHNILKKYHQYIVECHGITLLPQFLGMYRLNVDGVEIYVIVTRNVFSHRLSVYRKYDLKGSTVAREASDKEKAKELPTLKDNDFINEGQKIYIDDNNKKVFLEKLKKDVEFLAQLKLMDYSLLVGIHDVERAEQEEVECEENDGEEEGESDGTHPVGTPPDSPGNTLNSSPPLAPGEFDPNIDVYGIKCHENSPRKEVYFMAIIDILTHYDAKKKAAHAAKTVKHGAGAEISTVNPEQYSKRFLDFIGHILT
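Compounds were pin-transferred onto PI5P4Kalpha and substrate in HEPES pH 7.4 buffer with EGTA, CHAPS and 5% DMSO. ATP (5 microM final) started the reaction, which ran 60 minutes at room temperature before ADP-Glo detection.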
WRN inhibitor – inhibitors of human WRN helicase; WRN helicase unwinding, fluorescent forked duplex, kinetic; Potency, µM (top dose mostly 114 µM), for inactives: top-dose activity change, negative = inhibition, usual class: inhibitors; 360,000 compounds, 0.46% hits; Q14191; note: potency is the fitted concentration of half-maximal effect; % is set by controls: 0 for no effect and ±100 for the full control effect; nearly all actives have a fitted effect of over 55% in size
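WRN at 20 nM final was preincubated with compound for 15 min at room temperature; reaction started with 100 nM forked duplex oligonucleotide carrying fluorophore and quencher plus 2 mM ATP (final). Unwinding followed kinetically by red fluorescence (ex 525/em 598 nm).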
aSyn rescue – inhibitors of alpha-synuclein toxicity in yeast. Potency, µM (series often up to 46.1 µM), for the others: at the highest dose growth rescue (activation), actives largely listed as activators. 370,000 compounds, 0.14% hits. AID 652106. Yeast expressing alpha-synuclein, growth rescue, BacTiter-Glo, 24 h; note: potency is the fitted concentration of half-maximal effect; % of control where 0% means no effect; nearly all actives have a fitted effect of over 65% in size
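Screening used galactose-induced yeast with toxic alpha-synuclein levels, exposed to compound for 24 hr at 30 deg C. Cell growth, read with BacTiter-Glo luminescence, gave the measured signal.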
PLK1 PBD inh – PLK1 (human) polo-box domain binding inhibition; Plk1 PBD binding of FITC phosphopeptide, fluorescence polarization; Potency, µM, without a hit: max response, negative = inhibition, most hits filed as inhibitors; 360,000 compounds, 2.8% hits; note: potency is the fitted concentration of half-maximal effect; series mostly up to about 57 µM; % is set by controls: 0 for no effect and ±100 for the full control effect; nearly all actives have a fitted effect of over 65% in size
Target sequence (P53350 whole entry, looked up, the tested form may be a part): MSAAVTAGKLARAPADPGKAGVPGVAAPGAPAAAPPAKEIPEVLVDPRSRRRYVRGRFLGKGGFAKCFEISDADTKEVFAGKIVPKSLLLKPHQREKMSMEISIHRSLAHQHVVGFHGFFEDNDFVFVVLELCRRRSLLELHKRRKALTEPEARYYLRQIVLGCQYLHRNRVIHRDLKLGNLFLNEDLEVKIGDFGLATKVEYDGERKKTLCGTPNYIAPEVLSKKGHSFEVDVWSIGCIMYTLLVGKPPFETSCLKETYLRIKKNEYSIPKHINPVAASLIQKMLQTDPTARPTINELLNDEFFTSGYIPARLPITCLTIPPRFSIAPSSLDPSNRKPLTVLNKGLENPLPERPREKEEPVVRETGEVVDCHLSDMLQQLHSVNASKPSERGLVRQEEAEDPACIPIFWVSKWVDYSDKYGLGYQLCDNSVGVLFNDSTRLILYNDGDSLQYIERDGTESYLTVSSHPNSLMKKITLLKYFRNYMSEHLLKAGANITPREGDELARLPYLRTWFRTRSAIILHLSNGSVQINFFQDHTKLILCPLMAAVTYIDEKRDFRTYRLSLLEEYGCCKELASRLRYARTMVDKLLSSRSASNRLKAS
Numbers without * were called inactive; & = joins results of further samples; [ ] = another dose, or the depositor's remark. Unless noted, calls come from the whole dose curve; as a rule, active = well fitted curve in the direction sought with a large enough effect; inconclusive = small, poorly fitted or top-dose-only effect, or another doubt; inactive = no such curve, though single readings can be large; an effect the other way counts as inactive or inconclusive.

Results for Cc1ccc(S(=O)(=O)N2CCCC2C(=O)OCC(=O)Nc2ccc3c(c2)OCO3)cc1 (stereo not given) ?
IL-2 act: -1.9; EPAC1 agonist: -5.1%; EPAC1 antag: 1.8%; FUS suppressor: 38.7%; Abeta rescue: 9.2%; WRN inhibitor: -1.5%; aSyn rescue: 18.9%; PLK1 PBD inh: 0.8%

Results for COc1cc(Cl)c(S(=O)(=O)NCc2ccccn2)cc1Cl ?
IL-2 act: -0.6; EPAC1 agonist: -4.0%; EPAC1 antag: 12.1%; FUS suppressor: 18.1%; Abeta rescue: 13.0%; WRN inhibitor: 0.8%; aSyn rescue: 0.4%; PLK1 PBD inh: -2.4%

Results for CCOC(=O)N1CCC(NS(=O)(=O)c2cc(Br)cc3c2N(C(=O)CC)CC3)CC1 ?
IL-2 act: 0.0; EPAC1 agonist: 0.8%; EPAC1 antag: -7.3%; FUS suppressor: 7.7%; Abeta rescue: 18.0%; PI5P4K alpha inh: 4.3; WRN inhibitor: -11.5%; aSyn rescue: -4.8%; PLK1 PBD inh: -4.7%

Results for CCc1ccccc1NC(=O)C1CCCN(S(=O)(=O)c2ccc3c(c2)CC(C)N3C(C)=O)C1 (stereo not given) ?
IL-2 act: -3.2; EPAC1 agonist: -8.8%; EPAC1 antag: -26.5%; FUS suppressor: 16.5%; Abeta rescue: -13.8%; PI5P4K alpha inh: -3.0; WRN inhibitor: -3.5%; aSyn rescue: 0.6%; PLK1 PBD inh: -13.9%

Results for COc1cc(C2CC(=O)N(c3ccc(C)cc3)C(=O)C2)cc(OC)c1OC ?
IL-2 act: -3.6; EPAC1 agonist: -2.6%; EPAC1 antag: -5.9%; FUS suppressor: -18.8%; Abeta rescue: 15.8%; PI5P4K alpha inh: -0.3; WRN inhibitor: -7.0%; aSyn rescue: 3.4%; PLK1 PBD inh: 0.3%

Results for CCOC(=O)[C@H]1[C@H]2COc3ccc(Cl)cc3[C@@H]2N2C(=O)CN(Cc3ccc(F)cc3)C(=O)[C@@]12C ?
IL-2 act: -1.3; EPAC1 agonist: -9.7%; EPAC1 antag: -7.6%; FUS suppressor: 40.6%; Abeta rescue: 29.6%; PI5P4K alpha inh: -4.1; WRN inhibitor: -3.6%; aSyn rescue: 2.8%; PLK1 PBD inh: -6.9%

What do the screens show for `CC1=C(C(=O)OCCOC(C)C)C(c2cc3c(cc2Br)OCO3)C2=C(CCCC2=O)N1` (stereo not given)?
IL-2 act: -0.9; EPAC1 agonist: 11.3%; EPAC1 antag: -1.9%; FUS suppressor: 6.8%; Abeta rescue: -10.6%; WRN inhibitor: -8.6%; aSyn rescue: -0.1%; PLK1 PBD inh: -15.2%

What do the screens show for `O=C(Cc1n[nH]c(=O)c2ccccc12)N1CCN(c2ccc(F)cc2)CC1`?
IL-2 act: -1.0; EPAC1 agonist: 11.7%; EPAC1 antag: -12.1%; FUS suppressor: -0.3%; Abeta rescue: -4.0%; PI5P4K alpha inh: 2.6; WRN inhibitor: -7.1%; aSyn rescue: 0.5%; PLK1 PBD inh: 1.6%

What do the screens show for `COC(=O)c1cccc(NC(=O)CCCOc2cccc(C)c2)c1`?
IL-2 act: -1.0; EPAC1 agonist: 0.8%; EPAC1 antag: -0.7%; FUS suppressor: -18.6%; Abeta rescue: 5.3%[9.22 µM]; PI5P4K alpha inh: 1.7; WRN inhibitor: -4.9%; aSyn rescue: 3.2%; PLK1 PBD inh: 2.9%

What do the screens show for `O=C(Cn1c(NCCCCl)nc2ccccc21)c1ccccc1`?
IL-2 act: 0.3; EPAC1 agonist: -17.2%; EPAC1 antag: -9.0%; FUS suppressor: -8.5%; Abeta rescue: -8.1%; PI5P4K alpha inh: 0.1; WRN inhibitor: -4.3%; aSyn rescue: -6.1%; PLK1 PBD inh: -7.5%

Results for Nc1c(-c2cccs2)cnn1-c1nc(-c2ccc(F)cc2)cs1 ?
IL-2 act: 4.8; EPAC1 agonist: 3.1%; EPAC1 antag: -14.1%; FUS suppressor: 43.2%; Abeta rescue: 0.6%; WRN inhibitor: 0.2%; aSyn rescue: 0.0%; PLK1 PBD inh: -3.6%

Results for CCC(=O)N[C@@H]1CC(C(C)(C)NC(=O)CC)CC=C1C (stereo not given in full) ?
IL-2 act: -1.5; EPAC1 agonist: 4.8%; EPAC1 antag: 1.2%; FUS suppressor: 5.1%; Abeta rescue: -1.7%; PI5P4K alpha inh: -3.0; WRN inhibitor: 7.2%; aSyn rescue: -7.5%; PLK1 PBD inh: 29.9µM*

Results for Cc1nc2cc(-c3cccc(F)c3)nn2c(C)c1CCC(=O)N1CCN(c2ccccn2)CC1 ?
IL-2 act: 0.4; EPAC1 agonist: -3.5%; EPAC1 antag: -5.5%; FUS suppressor: 15.5%; Abeta rescue: -4.5%; PI5P4K alpha inh: -1.1; WRN inhibitor: -4.8%; aSyn rescue: -0.9%; PLK1 PBD inh: 5.5%&5.6%

How did Cc1ccc(OCC(=O)N2CCc3ccccc3C2)c(Br)c1 do in these assays?
IL-2 act: -0.4; EPAC1 agonist: -0.1%; EPAC1 antag: -1.7%; FUS suppressor: 5.2%; Abeta rescue: 8.5%; PI5P4K alpha inh: 2.5; WRN inhibitor: -0.4%; aSyn rescue: 10.4%; PLK1 PBD inh: 0.7%

Results for Cc1nn(C(C)C(=O)NCCc2cccs2)c(=O)c2nn(-c3ccccc3)c(C)c12 (stereo not given) ?
IL-2 act: 0.0; EPAC1 agonist: 10.3%; EPAC1 antag: -7.0%; FUS suppressor: -5.6%; PI5P4K alpha inh: 3.1; WRN inhibitor: -7.6%; aSyn rescue: -0.4%; PLK1 PBD inh: -0.8%

How did COc1ccc(NC(=O)c2ccc(NC(=O)COC(=O)c3cnc(C)cn3)cc2)cc1 do in these assays?
IL-2 act: -3.7; EPAC1 agonist: -2.8%; EPAC1 antag: -3.1%; FUS suppressor: 42.3%; Abeta rescue: 5.6%; PI5P4K alpha inh: -6.9; WRN inhibitor: -6.6%; aSyn rescue: 1.0%; PLK1 PBD inh: -0.7%

What do the screens show for `COc1ccc(-c2sc3cc(OC)c(OC)cc3c2C#CCO)cc1`?
IL-2 act: -0.1; EPAC1 agonist: -9.9%; EPAC1 antag: -4.8%; FUS suppressor: -8.4%; Abeta rescue: -11.9%; PI5P4K alpha inh: 5.0; WRN inhibitor: -9.4%; aSyn rescue: 0.4%; PLK1 PBD inh: -13.1%

What do the screens show for `COc1ccc(C(C(=O)NC2CCCC2)N(CCC(C)C)C(=O)CCC(=O)Nc2cc(C)on2)cc1` (stereo not given)?
IL-2 act: -0.4; EPAC1 agonist: -1.9%; EPAC1 antag: -24.5%; FUS suppressor: 26.0%; Abeta rescue: 3.8%; PI5P4K alpha inh: 2.6; WRN inhibitor: 7.6%; aSyn rescue: -4.2%; PLK1 PBD inh: -7.2%

How did Cc1occc1C(=O)NNC(=O)Cc1ccccc1 do in these assays?
IL-2 act: 0.4; EPAC1 agonist: 5.5%; EPAC1 antag: 18.6%; FUS suppressor: 4.3%; Abeta rescue: 8.0%; WRN inhibitor: -4.2%; aSyn rescue: 1.7%; PLK1 PBD inh: -8.6%

What do the screens show for `CCOC(=O)C1=C(C)NC(=O)CC1c1ccccc1OC` (stereo not given)?
IL-2 act: -1.0; EPAC1 agonist: -5.1%; EPAC1 antag: 11.8%; FUS suppressor: -6.7%; Abeta rescue: -16.5%; PI5P4K alpha inh: -1.1; WRN inhibitor: 2.6%; aSyn rescue: 6.4%; PLK1 PBD inh: 6.6%

Results for COc1ccc(-c2c(C#Cc3ccsc3)c3cc(Br)ccc3n2C)cc1 ?
IL-2 act: 0.2; EPAC1 agonist: -14.2%; EPAC1 antag: -5.6%; FUS suppressor: -3.3%; Abeta rescue: -10.5%; PI5P4K alpha inh: 3.2; WRN inhibitor: 7.4%; aSyn rescue: 5.7%; PLK1 PBD inh: 1.3%

Results for CCOC(=O)C1CCCN(S(=O)(=O)c2ccc(Cl)nc2)C1 (stereo not given) ?
IL-2 act: -1.9; EPAC1 agonist: 0.3%; EPAC1 antag: -2.8%; FUS suppressor: -0.7%; Abeta rescue: -9.4%; PI5P4K alpha inh: 5.9; WRN inhibitor: 10.8%; aSyn rescue: 2.5%; PLK1 PBD inh: -1.8%

Results for Cc1cc2c3c([nH]c2cc1S(=O)(=O)N1CCC2(CC1)OCCO2)CCCC3=O ?
IL-2 act: -3.3; EPAC1 agonist: 15.8%; EPAC1 antag: -1.2%; FUS suppressor: -1.8%; Abeta rescue: 10.6%; PI5P4K alpha inh: -3.4; WRN inhibitor: -10.4%; aSyn rescue: 0.2%; PLK1 PBD inh: -18.3%

What do the screens show for `O=C1NC[C@@H](c2ccccc2)OC(=O)[C@@H](Cc2ccc(F)cc2)CC/C=C/C[C@H]1CC(=O)N(CCO)Cc1ccccc1`?
IL-2 act: -3.7; EPAC1 agonist: -28.2%; EPAC1 antag: -20.4%; FUS suppressor: 25.1µM*; Abeta rescue: 0.4%; PI5P4K alpha inh: 7.7; WRN inhibitor: -13.7%; aSyn rescue: 12.8%; PLK1 PBD inh: inconclusive

Results for CC(O)[C@H]1CNC(=O)C(=O)N1CCc1cc(C(F)(F)F)cc(C(F)(F)F)c1 (stereo not given in full) ?
IL-2 act: -0.5; EPAC1 agonist: -12.5%; EPAC1 antag: -11.4%; FUS suppressor: -2.0%; Abeta rescue: -0.5%; PI5P4K alpha inh: 0.4; WRN inhibitor: 11.7%; aSyn rescue: 1.7%; PLK1 PBD inh: 6.1%

Results for CCCNC(=O)c1ccccc1NC(=O)c1ccccc1N(C)S(=O)(=O)c1ccc(C)cc1 ?
IL-2 act: -0.2; EPAC1 agonist: 10.5%; EPAC1 antag: -7.5%; FUS suppressor: 43.8%; Abeta rescue: 9.9%; PI5P4K alpha inh: -4.5; WRN inhibitor: -2.8%; aSyn rescue: 9.8%; PLK1 PBD inh: 0.0%
